mHTT-CaM PPI inh – mutant huntingtin-calmodulin interaction inhibitors – biochemical, AlphaScreen, primary screen; P42858; AlphaScreen His-mHTT/GST-CaM binding, luminescence; inhibition, % at 15 µM; 3.6% of 190,000 active;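 further: 0% = both proteins with DMSO and 100% = one protein alone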
Pf apPOL block – Pf-apPOL inhibitors, biochemical, fluorescence; Plasmodium falciparum apicoplast DNA polymerase (apPOL); Recombinant Pf-apPOL, molecular beacon fluorescence, 1.5 h; inhibition, % at 10 µM; 0.25% of 210,000 active
Starred values were filed as active, the others as inactive; i = inactive; / = no result given; & = joins results of further samples. No stated cut-off is given here; in the data, active means inhibition above about 50%; inactive means the rest. This is a subset; the hit share may differ from the screen's.

cpd	Molecule	mHTT-CaM PPI inh	Pf apPOL block
1	O=C1C2CCCN2C(c2cccc(Br)c2)N1c1ccc(F)cc1 (configuration not stated)	-4	-4
2	Cc1c(Br)c(C(F)(F)F)nn1CC(=O)N(C)C1CCCCC1	3	-2
3	COc1cc(NC(=O)N2CCCC2c2cc(C(C)C)no2)cc(OC)c1 (configuration not stated)	-7	-5
4	CCNC(=O)c1nnn(-c2ccccc2F)c1-c1cccnc1	-12	4
5	COc1ccc(C(=O)CSc2nc(N)cc(=O)[nH]2)cc1OC	-3	-3
6	CCC(=O)N1CCc2cc(Br)cc(S(=O)(=O)CCC(=O)N(CC)CC)c21	0	-2
7	Cc1ccccc1C=C1Oc2c(ccc(O)c2CN2CCN(CCO)CC2)C1=O	8	-2
8	CCc1cccc(NC(=O)C2CCCCC2C(=O)O)c1 (configuration not stated)	0	-1
9	Cc1ccccc1COCc1nn(C)c2c1CN(C(=O)Nc1ccccc1F)CC2	7	-4
10	COC(=O)C(=CC(=O)c1ccc(Cl)cc1)Nc1ccccc1	/	8
11	CCOc1ccc(CNC(=O)CN2C(=O)C3CCCN3C(=O)c3cccc(C)c32)cc1 (configuration not stated)	1	-8
12	CCOc1ccc(NC(=O)N2CCC3(CC2)NC(=O)c2ccc(F)cc2N3C)cc1	0	-2
13	N#CC1=C(SCc2ccccc2Br)NC(=O)C(C#N)C12CCCCC2 (configuration not stated)	6	12
14	CCN1C(=O)/C(=C2\Sc3ccc(OC)cc3N2C)SC1=Nc1ccc(C(C)=O)cc1	-3	-2
15	Cc1ccc(C)c(C(=O)N2CCC3(CC2)NC(=O)N(Cc2ccc(F)cc2)C3=O)c1	24	-4
16	N/C(=N\OC(=O)c1cccc(Cl)c1)c1cccnc1	i	-8
17	O=C(C1CC1)N1CCc2cc(Br)cc(S(=O)(=O)Nc3ccc(Cl)cc3)c21	30	-5
18	O=C(NCCc1ccsc1)C(=O)Nc1ccon1	-9	-5
19	CC(C)C(=O)NC(c1cccs1)c1cc(Cl)c2cccnc2c1O (configuration not stated)	18	16
20	O=[N+]([O-])c1ccccc1CN1CCN(CCO)CC1	-2	-6
21	c1ccc(-n2cccc2)c(N2CCCCC2)c1	/	4
22	CNC(=O)c1ccc2c(c1SC)C(=O)c1ccccc1C2=O	-3	-6
23	O=C(NCCc1ccccn1)c1csc(Cc2c(Cl)cccc2Cl)n1	/	-25
24	Cc1ccc(C2=N/C(=C\c3ccc(C)o3)C(=O)O2)cc1	9	-1
25	CC(C)(C)C1(O)CC(C(F)(F)F)=NN1C(=O)c1ccc(I)cc1 (configuration not stated)	-15	-1
26	COc1cc(/C=C2\C(=O)NN(c3ccc(Cl)cc3)C2=O)cc(OC)c1O	32	-2
27	Cc1cc(C)c(NC(=O)CN2C(=O)c3ccccc3C2=O)c(C)c1	5	-3
28	COc1ccc(C2Cn3nnc(C(=O)N4CCN(C(=O)c5ccccc5)CC4)c3CO2)cc1 (configuration not stated)	-1	-8
29	CC(C)Cn1c(CC2CCN(C(=O)NCc3cccc(F)c3)C2)nc2cccnc21 (configuration not stated)	12	-1
30	CCCNc1cc(N2CCC(CCC(=O)N3CCN(C(C)=O)CC3)CC2)ncn1	0	3
31	CC(=O)c1cccc(NC(=O)N2CC3CC(NC(=O)c4cccs4)C2C3)c1 (configuration not stated)	10	-10
32	Cc1ccnc(N2CCC(C(=O)NCCSCc3ccco3)CC2)n1	4	5
33	Cc1cccc(N2CCN(S(=O)(=O)c3ccc4oc(C(=O)O)c(C)c4c3)CC2C)c1 (configuration not stated)	50	-6
34	CCCCNC(=O)Cn1nc([N+](=O)[O-])c([N+](=O)[O-])c1C	-1	-3
35	CC1CCCC1OCC(O)CN1CCCCC1 (configuration not stated)	-8	-11
36	Cc1ccccc1-c1nc(-c2cccc(-c3ccn[nH]3)c2)no1	2	1
37	CCc1noc(-c2cccnc2N2CCCN(C(=O)C3CC3)CC2)n1	0	-5
38	COc1cccc(-c2ccc3nc(N4CCC(C(=O)NC(C)C)CC4)sc3n2)c1	18	-6
39	CCCC(=O)N1c2ccccc2-c2nnc(SC)nc2OC1c1cccnc1 (configuration not stated)	0	5
40	COc1ccc2c(c1)CN(c1ccc(C)cc1)CO2	53*	0
41	O=C(Nc1cccc2c1CCCC2)C(NS(=O)(=O)c1cccs1)c1ccccc1 (configuration not stated)	10	-3
42	Cc1ccccc1NCc1c(C#N)c2ccccc2n1C	13	-2
43	C#CCOc1ccc(C=C2C(=O)OC(c3ccccc3)OC2=O)cc1 (configuration not stated)	6	-1
44	CC1=C(C(=O)Nc2ccc(F)cc2F)C(c2ccc3c(c2)OCO3)C2=C(CCCC2=O)N1 (configuration not stated)	-3	-2
45	COc1ccc(-c2cc3ccc(O)c(CN4CCCC4)c3oc2=O)c(OC)c1	3	6
46	COc1ccc(N2CCN(Cc3cccs3)CC2)cc1	15	0
47	COc1cccc(OCC(O)CN2CCN(c3ccccn3)CC2)c1 (configuration not stated)	4	-2
48	COc1ccc2cc3cc(C(=O)N(C)c4ccccc4)sc3nc2c1	10	6
49	C=CCNC(=O)C1(c2ccc(NC(=O)c3ccoc3)cc2)CCCCC1	21	-4
50	CC(=O)n1cc(C(C[N+](=O)[O-])SCCNC(=O)c2ccco2)c2ccccc21 (configuration not stated)	36	0
51	CC1(C)CC(=O)C2=C(C1)Nc1nnnn1C2c1ccccc1F (configuration not stated)	-2	0
52	Cc1cccc(C2(c3cccc(C)c3)CC2C(=O)NCc2cccnc2)c1 (configuration not stated)	25&32	-2&-1
53	Cc1cccc(-c2noc(C3CCCN3C(=O)Nc3ccc(F)cc3F)n2)c1 (configuration not stated)	-10	-2
54	CCC1CCCCN1S(=O)(=O)c1ccc2c(c1)CC(C)N2C(C)=O (configuration not stated)	-3	-7
55	N/C(=N\OC(=O)N1c2ccccc2Sc2ccccc21)c1ccccc1Cl	i	-9
56	COc1cc(OC)cc(C(=O)N2CCC(Cc3nc4cccnc4n3CC(C)C)C2)c1 (configuration not stated)	0	-1
57	Cc1ccccc1NC(=O)N1CCC(C(=O)NCc2csc(-c3ccccc3)n2)CC1	6	-4
58	CCCNC(=O)N1CCN(c2cccc(C)c2C)C(=O)C1C (configuration not stated)	-4	3
59	O=C(Cc1csc(NC(=O)c2ccc(=O)[nH]c2)n1)NCCc1c[nH]c2ccccc12	10	-14
60	CNC(=O)N1CCC(n2c(C)nc(C(=O)NC3CCCC3)c2C)CC1	-2	-3

Continuation:
cpd	Molecule	mHTT-CaM PPI inh	Pf apPOL block
61	O=C(CC(c1ccccc1)c1ccccc1)NCC1OCCc2ccccc21 (configuration not stated)	-1&-11	-3&-8
62	CCC(NC(=O)C1CCN(c2nnc(-c3ccc(OC)cc3)o2)CC1)c1cccs1 (configuration not stated)	3	-6
63	CCCN1CCN(C(=O)c2cc3cn(C4CCCC4)cc3s2)CC1	40	-3
64	CC1CC(C)CN(S(=O)(=O)N2CCCC(C(=O)NCCCOC(C)C)C2)C1 (configuration not stated)	1	-14
65	CC1CNCCN1S(=O)(=O)c1cccc2cnccc12 (configuration not stated)	/	-1
66	COC(=O)c1cc(Nc2ccccc2OC)c2cccc(F)c2n1	-8	1
67	CCc1cccc(C)c1-n1nnnc1C(C)(C)Nc1ccccc1	-1	-3
68	COC(=O)C12CC3CC(CC(NC(=O)c4ccc5nc[nH]c5c4)(C3)C1)C2	3	8
69	Cc1cccc(/C=C2\SC(=O)N(CN3CCCCC3)C2=O)c1	3	-2
70	CC(=O)Nc1cc(N2C(=O)CCC2=O)ccc1Cl	4	-9
71	Cc1ccc(NC(=O)Nc2ccc3c(c2)CCN3S(C)(=O)=O)c(Cl)c1	7	-10
72	CC1(C)Cc2cccc(OCC(=O)NCC3CCN(S(C)(=O)=O)CC3)c2O1	-16	-8
73	COCCN=C1Nc2ccccc2NC12CCCN(S(=O)(=O)c1cccs1)C2 (configuration not stated)	20	-8
74	CCN(CC)C(=O)c1cc2c(s1)CCC(C(=O)Nc1ccccc1)C2 (configuration not stated)	-1	-10
75	COc1ccc(C(=O)NCCOc2ccc(C)cc2)cc1OC	3	-11
76	O=S(=O)(c1ccc(F)c(F)c1)N1CCC(CN2CCCCCC2)CC1	-7	1
77	CCn1c(C(=O)N(C)C)cc2sc(Cl)cc21	8	-16
78	Cc1cc(-c2nc3cccnc3s2)ccc1NC(=O)c1ccc2ccccc2n1	-14	-6
79	[O-][n+]1c2c(nn1-c1ccccc1)/C(=N\O)CCC2	i	/
80	Cc1ccc(C(=O)O/N=C(\N)c2ccccn2)cc1Cl	i	6

One compound at a time (already shown). Values in the order: mHTT-CaM PPI inh | Pf apPOL block
`Cc1ccc(NC(=O)Nc2ccc3c(c2)CCN3S(C)(=O)=O)c(Cl)c1` is entered as 7 | -10
`O=C(CC(c1ccccc1)c1ccccc1)NCC1OCCc2ccccc21` (configuration not stated) is entered as -1&-11 | -3&-8

(continued)
cpd	Molecule	mHTT-CaM PPI inh	Pf apPOL block
81	O=S1(=O)CC(N2CCCC2)CN1C1CCCCC1 (configuration not stated)	-7	-2
82	CN1C(=O)C(C)(C(=O)NC2CCCCC2)Oc2cccnc21 (configuration not stated)	-8	-1
83	CCOc1ccccc1N1C(=O)CC(Sc2ccccc2C(=O)O)C1=O (configuration not stated)	-3	-2
84	Cc1nn(CCCC(=O)Nc2ccc(C#N)cc2)c(C)c1[N+](=O)[O-]	2	2
85	COc1ccccc1-c1nc(C2CCCN(C(=O)c3cc(SC)ccc3Cl)C2)no1 (configuration not stated)	1	-4
86	Cc1ccc(Cl)cc1NC(=O)C1CC(=O)N(c2ccc3c(c2)CCN3C(=O)C2CC2)C1 (configuration not stated)	12	-2
87	O=C(COc1ccc(Cl)cc1Cl)NCC1(c2cccs2)CCOCC1	-5	-2
88	COc1ccc(S(=O)(=O)N2CCCC2CNC(=O)c2ccc(C(F)(F)F)cc2)cc1 (configuration not stated)	45	-2
89	Cc1ccc(N2CCN(C(=O)c3ccccc3)C(C)C2=O)cc1F (configuration not stated)	1	-4
90	CC(C(=O)NC1CC1)C1CCN(S(=O)(=O)c2ccc(Br)s2)CC1 (configuration not stated)	-9	-3
91	Cc1ccc(NC(=O)Cn2cc3c(n2)CCC(C)C3)cc1 (configuration not stated)	-8	-4
92	COc1cc2c(cc1OC)C(COc1ccc([N+](=O)[O-])cc1)N(C(=O)CCC1CCCCC1)CC2 (configuration not stated)	26	-1
93	CC(=O)N=c1sc(S(N)(=O)=O)nn1C	/	13
94	COc1ccc(CNS(=O)(=O)c2ccc(F)c(C(=O)Nc3cc(OC)ccc3OC)c2)cc1	19	35
95	CCc1nncn1C1CCN(C(=O)c2nn(C)c3ccccc23)C1 (configuration not stated)	-1	-4
96	CC(=NCc1cccnc1)c1c(C)[nH]n(-c2ccc([N+](=O)[O-])cc2)c1=O	0	10
97	COc1ccc(C(=O)NCC2CCCO2)cc1I (configuration not stated)	0	-2
98	COc1ccc(-n2nc(C(=O)Nc3ccc(F)c(Cl)c3)c3ccccc3c2=O)cc1	-6	-8
99	CC(=O)N1c2ccc(S(=O)(=O)NC3CCCCC3)cc2CC1C (configuration not stated)	-3	-18
100	COc1cc(OC)cc(-n2nc(C(=O)Nc3cc(C)c(Cl)cc3OC)c3ccccc3c2=O)c1	-2	3

Molecules listed so far that contain a thiophene ring, fused or not (13):
cpd	Molecule	mHTT-CaM PPI inh	Pf apPOL block
18	O=C(NCCc1ccsc1)C(=O)Nc1ccon1	-9	-5
19	CC(C)C(=O)NC(c1cccs1)c1cc(Cl)c2cccnc2c1O (configuration not stated)	18	16
31	CC(=O)c1cccc(NC(=O)N2CC3CC(NC(=O)c4cccs4)C2C3)c1 (configuration not stated)	10	-10
41	O=C(Nc1cccc2c1CCCC2)C(NS(=O)(=O)c1cccs1)c1ccccc1 (configuration not stated)	10	-3
46	COc1ccc(N2CCN(Cc3cccs3)CC2)cc1	15	0
48	COc1ccc2cc3cc(C(=O)N(C)c4ccccc4)sc3nc2c1	10	6
62	CCC(NC(=O)C1CCN(c2nnc(-c3ccc(OC)cc3)o2)CC1)c1cccs1 (configuration not stated)	3	-6
63	CCCN1CCN(C(=O)c2cc3cn(C4CCCC4)cc3s2)CC1	40	-3
73	COCCN=C1Nc2ccccc2NC12CCCN(S(=O)(=O)c1cccs1)C2 (configuration not stated)	20	-8
74	CCN(CC)C(=O)c1cc2c(s1)CCC(C(=O)Nc1ccccc1)C2 (configuration not stated)	-1	-10
77	CCn1c(C(=O)N(C)C)cc2sc(Cl)cc21	8	-16
87	O=C(COc1ccc(Cl)cc1Cl)NCC1(c2cccs2)CCOCC1	-5	-2
90	CC(C(=O)NC1CC1)C1CCN(S(=O)(=O)c2ccc(Br)s2)CC1 (configuration not stated)	-9	-3

Screening data deposited in PubChem by University of Kansas High Throughput Screening Laboratory.
